Source: PubChem BioAssay
LYP act – increases human PTPN22 phosphatase activity; Q9Y2R2; recombinant LYP, DiFMUP fluorescence; 0 = plate median, 100 = signal doubled; activation, % at 2 µM; 96,000 tested, 0.11% active;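 active = activation at 2 µM above a set limit, the mean plus 5 SD, cut at about 37% in these data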
hDAT+cocaine – changed human dopamine transporter uptake under cocaine IC80. Q01959. LLC-PK1 hDAT cells, [14C]-dopamine uptake with cocaine IC80; actives deviate in either direction. B-score at 10 µM. 110,000 tested, 1.3% active;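 active = Z score or B-score, a plate-position-corrected score, falls beyond the plate's 99.7% confidence bounds, in either direction; inactive = both scores lie inside the 99.7% bounds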;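 also: scored against the spread of the other compound wells on the same plate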
Target sequence (Q01959 whole entry, looked up): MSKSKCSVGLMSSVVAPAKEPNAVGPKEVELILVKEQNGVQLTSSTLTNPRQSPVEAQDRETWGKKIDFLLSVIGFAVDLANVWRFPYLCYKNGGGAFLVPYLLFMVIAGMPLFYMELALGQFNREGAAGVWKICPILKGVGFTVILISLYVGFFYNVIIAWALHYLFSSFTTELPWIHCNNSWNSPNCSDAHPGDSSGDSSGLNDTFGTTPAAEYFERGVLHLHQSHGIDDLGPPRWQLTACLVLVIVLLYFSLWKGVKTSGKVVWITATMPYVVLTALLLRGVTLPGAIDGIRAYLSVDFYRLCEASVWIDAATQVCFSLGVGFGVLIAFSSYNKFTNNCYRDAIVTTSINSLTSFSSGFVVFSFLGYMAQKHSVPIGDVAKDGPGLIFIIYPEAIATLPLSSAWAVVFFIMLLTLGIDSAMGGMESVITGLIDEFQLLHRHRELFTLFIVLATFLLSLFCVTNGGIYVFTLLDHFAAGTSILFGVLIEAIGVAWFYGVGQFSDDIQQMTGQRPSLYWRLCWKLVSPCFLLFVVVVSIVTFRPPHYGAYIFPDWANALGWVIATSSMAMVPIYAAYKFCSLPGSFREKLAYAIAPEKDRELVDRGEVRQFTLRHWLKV
CYP2C9 inh – human CYP2C9 inhibition; CYP2C9 Supersomes, luciferin-H conversion, luminescence; inhibition, % at 5 µM; 96,000 tested, 20% active; AID 777;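 active = blocking of liver enzyme CYP2C9 beyond about 50% at 5 µM, limit read from the data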; also: values of inactives mirror those of a sister screen read the other way
Target sequence (P11712 whole entry, looked up): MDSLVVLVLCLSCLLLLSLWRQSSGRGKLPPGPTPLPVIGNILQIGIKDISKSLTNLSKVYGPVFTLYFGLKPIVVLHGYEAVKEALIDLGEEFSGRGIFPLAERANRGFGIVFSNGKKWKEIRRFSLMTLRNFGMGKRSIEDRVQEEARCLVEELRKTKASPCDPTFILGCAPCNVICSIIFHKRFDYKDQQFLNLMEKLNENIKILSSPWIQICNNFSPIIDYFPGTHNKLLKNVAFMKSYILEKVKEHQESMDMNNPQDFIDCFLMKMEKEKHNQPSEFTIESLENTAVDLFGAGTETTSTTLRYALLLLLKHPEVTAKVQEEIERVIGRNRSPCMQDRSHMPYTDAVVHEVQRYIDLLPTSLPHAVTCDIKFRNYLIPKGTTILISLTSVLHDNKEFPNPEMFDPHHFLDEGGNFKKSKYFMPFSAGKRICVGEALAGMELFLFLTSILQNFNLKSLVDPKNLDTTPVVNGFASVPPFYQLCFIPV
PostGolgi yeast – growth inhibition of a yeast mutant, post-Golgi transport screen; post-Golgi transport phenotypic cell assay; inhibition, % at 10 µM; 98,000 tested, 0.9% active;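 also: yeast cells grown in 1536-well plates; yeast grown about 18 h at 30C before absorbance read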
PostGolgi ctrl – yeast control strain growth, post-Golgi counter-screen. efflux-deficient yeast background strain, growth absorbance A615, 16 h. inhibition, % at 10 µM. 98,000 tested, 5% active. AID 738
CYP2C9 act – activators of human CYP2C9 | recombinant CYP2C9, luciferin-H conversion, luminescence; stronger effect = higher value; factor 1 = untreated enzyme, 0 = blocked | 96,000 tested, 1.4% active | AID 1024 | P11712 | activation factor at 5 µM;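 active = activation factor of 2 or more for CYP2C9 at a 5 µM dose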;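 also: 0 = sulfaphenazole-blocked wells and 1 = vehicle-only wells; values of inactives mirror those of a sister screen read the other way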
PTK2B oligo ant – antagonists of human Pyk2 oligomerization; 99,000 tested, 0.83% active; Q293 cells, Pyk2 FERM NanoBiT luminescence; stronger effect = lower value; Q14289; z-score (the deposit names both 25 µM and 10 µM);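 active = Z-score of -3 or lower, scaled per plate to the spread of control and sample wells; inactive = z-score above -3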;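 also: negative z-score means lost luminescence so less FERM oligomerization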
PTPN22 inh 2 – LYP (human) phosphatase inhibition | recombinant LYP catalytic domain, DiFMUP fluorescence | inhibition, % at 2 µM | 96,000 tested, 0.21% active;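 active = inhibition at 2 µM at or above a set limit, the screen mean plus 3 SD, cut at about 24% in these data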;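 also: 0% = DMSO with enzyme and 100% = enzyme fully blocked by orthovanadate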
E coli WT exp – E. coli BW25113 growth inhibition, expanded screen | 98,000 tested, 0.15% active | growth inhibition, % at 100 µM | OD600 absorbance;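 active = growth inhibition above about 50% at one test dose, limit read from the data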;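 also: growth measured after 20 h incubation at 37 °C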
Active calls of the source: *; . = no result given; & = joins results of further samples. Rule as the data show it, unless noted: active = inhibition above about 30%; inactive = the rest. Compounds were not picked by outcome. Share with any hit: about 24%.

SMILES	LYP act	hDAT+cocaine	CYP2C9 inh	PostGolgi yeast	PostGolgi ctrl	CYP2C9 act	PTK2B oligo ant	PTPN22 inh 2	E coli WT exp
Cc1nc2ccc(-c3ccccc3)cc2o1	3	0.82*	1	0	-5	1	-0.55	-5	3
Cc1ccc2cc(/C=C3\N=C(c4ccccc4)OC3=O)c(N3CCOCC3)nc2c1	2	0.6	-6	-6	0	1.1	.	-2	-5
Cc1nc(NNC(=O)c2ccc(Cl)cc2Cl)cc(-c2ccccc2)n1	-8	0.1	51*	0	7	0.5	-0.42	9	-3
O=C1COc2ccc(C(=O)CSc3nnc(Cc4cccs4)n3-c3ccccc3)cc2N1	-9	-0.038&0.92	85*	16	5	0.2	1.7	12	33
Cc1noc(C)c1CSc1nnc2ccccn12	-5	-1.3	10	-1	6	0.9	1.4	6	1
CC(=O)c1ccccc1OCC(O)CN1CCN(C(c2ccccc2)c2ccccc2)CC1 (centres undefined)	0	1.5	43	13	10	0.6	-1.1	-2	-3
O=P(OC1CCCCC1)(OC1CCCCC1)C(O)c1ccccc1 (centres undefined)	8	0.11	55*	9	11	0.4	0.34	-6	3
CC1=C(C)/C(=N\OC(=O)/C=C/c2ccccc2)C=CC1=O	14	-1.1	-6	-1	15	1.1	-0.32	-11	0
O=C(c1cccc(Br)c1)N1CCN(C(=O)c2cccc(Br)c2)CC1	10	2.2*	.	.	.	.	0.29	-9	.
CCOC(=O)c1ccc(NC(=O)CSc2nc3c(c(=O)n2C)SC(C)C3)cc1 (centres undefined)	.	0.011	51*	-1	28	0.5	.	.	-2
Cc1ccc(C(=O)C2=C(O)C(=O)N(CCN3CCOCC3)C2c2ccccn2)o1 (centres undefined)	0	-0.93	-14	-2	3	1.1	.	-1	2
O=C(CN1C(=O)c2ccccc2S1(=O)=O)NCc1ccccc1Cl	0	-0.39	11	5	4	0.9	.	-1	7
CCS(=O)(=O)N1Cc2ccccc2CC1C(=O)OCC(=O)Nc1ccc(SC(F)F)cc1 (centres undefined)	5	0.34	93*	-8	11	0.1	0.22	-6	-8
COC(=O)c1cccc(NC(=O)CN2CCN(c3ccc(OC)cc3)CC2)c1	6	-0.27	86*	-3	3	0.1	1	-8	-6
O=C(NCc1ccc(Cl)cc1)c1ccc(COCC(F)(F)F)o1	-6	0.82	31	0	12	0.7	-0.63	9	9
CCOc1ccccc1CNC(=O)c1cc2occc2n1C	.	0.73	-92	-17	11	1.9	.	.	9
OC1(CN2CCOCC2)C2CN3CCN(C2)CC1(c1ccccc1)C3 (centres undefined)	3	-0.31	.	7	0	.	1.1	-4	4
Cn1cccc1CC(=O)N/N=C/c1cccc2ccccc12	-17	-0.081	10	-7	4	0.9	1.3	15	-14
COc1ccc(CC(=O)Nc2cccc(/C(C)=N/NC(=O)c3cccc([N+](=O)[O-])c3)c2)cc1	-1	0.58	38	-6	2	0.6	0.8	5	-5
COCCn1c(CN2CCN(c3ccc(OC)cc3)CC2)nc2c1c(=O)n(C)c(=O)n2C	3	0.72	28	5	3	0.7	0.74	-2	-2
O=C(Cn1cnc2c(nnn2Cc2ccc(F)cc2)c1=O)NCC1CCCO1 (centres undefined)	0	0.4	.	.	.	.	-0.11	0	.
Cc1ccc(-c2cc(C(F)(F)F)n3ncc(C(=O)N4CCN(C)CC4)c3n2)cc1	-1	0.73	6	2	8	0.9	-1.1	-2	-1
Cc1ccc(NC(=O)C2=C(O)c3sccc3N(C)S2(=O)=O)cc1	.	0.79	64*	-19	18	0.4	-0.18	.	-9
Cc1cccc(Cc2c(C)nc3c(C(=O)NCc4ccco4)cnn3c2C)c1	-9	0.22	56*	3	33*	0.4	-1.6	8	7
CCN1c2ccccc2NC2C1C(C(C)=O)C(=O)N2c1ccc(Cl)cc1 (centres undefined)	0	-0.6	79*	0	15	0.2	-0.46	-3	10
NC(=O)c1cc(S(=O)(=O)Nc2cccc(F)c2)co1	-4	0.34	12	-5	-3	0.9	.	2	9
COc1ccc(C(=O)c2coc3ccc(O)c(CN4CCCC4)c23)cc1	3	-0.088	-21	1	-1	1.2	.	-6	-4
COC(=O)c1cccc(NC(=O)Cn2nnc3ccccc32)c1	6	-0.81	96*	2	-5	0	1.4	-6	-3
CCCC(C(=O)NC1CCCCC1)N(CC1CCCO1)C(=O)CNS(=O)(=O)c1ccc(F)cc1 (centres undefined)	14	-0.23	16	-4	12	0.8	-1.3	-17	4
Cc1cnn(-c2ccc3nnc(-c4ccc(Br)cc4)n3n2)c1	.	0.79	14	14	6	0.9	0.18	.	2
CCN(CC)CCN1C(=O)c2oc3ccccc3c(=O)c2C1c1ccc(F)cc1 (centres undefined)	-6	-0.0092	-4	-1	-2	1	-0.15	5	-2
O=C(NCCCCCCNC(=O)c1ccc(Br)s1)c1ccc(Br)s1	-3	0.86	.	.	.	.	0.08	2	.
CN(C)c1nc(-c2ccccc2)cc(C(F)(F)F)c1C#N	7	0.73	-12	2	5	1.1	-0.75	-3	-7
C=CCn1c(SCc2ccc(F)cc2)nc2c1c(=O)[nH]c(=O)n2C	-10	-0.043	46	-4	4	0.5	.	8	4
CCC(C)(C)n1nnnc1C(c1ccc2ncccc2c1)N1CCN(c2nc3ccccc3s2)CC1 (centres undefined)	-10	1.4	88*	-2	34*	0.1	-1.6	14	-14
CN(CCc1ccccn1)C(=O)Nc1ccc(Cl)cc1	-17	-1	9	22	0	0.9	-0.54	18	12
CCC1(C(=O)OC)NC(c2ccccc2OC)C2C(=O)N(C)C(=O)C21 (centres undefined)	-11	0.0086	-23	-4	3	1.2	0.02	9	3
Cc1cc(C)c2nc(SCc3ccc([N+](=O)[O-])cc3)nc(C)c2c1	-16	-0.059	-4	-3	-5	1	-0.91	19	-4
CCOc1cnc(-c2ccc(OC)cc2)o1	-6	0.3	11	31*	13	0.9	-0.22	8	13
C=CCn1c(COc2ccc(Cl)cc2)nnc1SCC(=O)N1CC(=O)Nc2ccccc21	-13	2.3	-156	-6	-5	2.6*	-0.34	16	5
COc1ccccc1N1CCSC1C(N)=O (centres undefined)	-8	0.025	-45	6	-1	1.5	-0.96	6	7
Cc1nn(-c2ccccc2)c2sc(C(=O)NNC(=O)COc3ccccc3)cc12	8	2.9	32	-2	19	0.7	-0.68	-4	-10
O=c1cc(-c2ccccc2)nc2nc(SCc3ccccc3)[nH]n12	10	1.6	90*	-3	15	0.1	-0.31	-11	-8
O=C(COc1ccccc1)c1cn(CC(=O)N2CCOCC2)c2ccccc12	2	0.48	71*	-2	2	0.3	-0.56	-6	1
CCCc1nnc(SCC(=O)O)n1/N=C/c1ccc2c(c1)OCO2	-7	-0.77	2	-6	-5	1	0.31	4	-5
Cc1c(C(Nc2ccccn2)c2ccc(Cl)cc2)c(=O)n(-c2ccccc2)n1C (centres undefined)	-8	0.37	-6	-1	3	1.1	-1	6	0
c1cncc(C2Nc3ccccc3-c3nc4ccccc4n32)c1 (centres undefined)	12	0.33	57*	-1	16	0.4	-3.3*	-11	1
CCOc1ccc(N2CC(C(=O)Nc3ccccc3F)CC2=O)cc1 (centres undefined)	1	-0.87	68*	-5	8	0.3	0.44	0	0
CC(Nc1ccc(Br)cn1)c1cc(Cl)ccc1O (centres undefined)	4	.	86*	-3	31*	0.1	-3.5*	-4	20
Cn1c(CO)c(-c2ccccc2)c2cc([N+](=O)[O-])ccc21	-6	.	.	10	28	.	-1.4	9	-4
CC(NC(=O)c1ccccc1Cl)C1COc2ccccc2O1 (centres undefined)	17	-0.45	.	2	-11	.	0.49	-22	4
CCOc1ccc(-n2cc(C(=O)Nc3cccc(Cl)c3)c3cc(OC)c(OC)cc3c2=O)cc1	-3	2.1	59*	4	14	0.4	-0.29	4	-8
CCOc1cc(C(=O)Nc2cc(C)ccn2)cc(OCC)c1OCC	7	3*	37	-2	3	0.6	-0.59	-9	-2
Cc1cc(NC(=O)CCN2CCC(C(N)=O)CC2)ccc1Br	-2	-0.29	18	5	5	0.8	1.1	-2	4
Cc1nc2cc(-n3ccc(=O)cc3)ccc2n1-c1ccccc1	-11	1.6	-25	-6	-5	1.3	0.58	9	-6
Cc1ccccc1-c1noc(-c2cccs2)n1	.	0.34	23	-1	7	0.8	.	.	11
CCN(CC)C(=O)c1sc(NC(=O)Cc2ccccc2)c(C#N)c1C	-3	2.9	.	.	.	.	0.49	2	.
CCn1nc(NC(=O)c2ccco2)c2cc3ccc(C)cc3nc21	-12	-0.71	20	21	3	0.8	-1.1	12	-2
CCOc1cccc(NC(=O)CSc2nncn2N)c1	2	0.51	9	6	8	0.9	-0.82	-4	9
Cc1cc(NC(=O)c2noc3c2CCCC3)n(-c2ccccc2)n1	.	1.6	17	-11	2	0.8	0.81	.	-7

Further structures.
SMILES	LYP act	hDAT+cocaine	CYP2C9 inh	PostGolgi yeast	PostGolgi ctrl	CYP2C9 act	PTK2B oligo ant	PTPN22 inh 2	E coli WT exp
Cn1c(CSc2nc3ccccc3s2)n[nH]c1=S	0	-0.054	13	-7	4	0.9	-0.08	-2	17
Cc1nnc(NC(=O)CCSc2ccccc2)s1	5	-0.27	16	-2	2	0.8	0.89	-11	0
COc1ccc(CN2CCn3ncc(C(=O)Nc4ccc(Cl)cc4Cl)c3C2=O)cc1	7	0.42	14	-3	3	0.9	1.1	-3	-18
Cc1nnc2ccc(N3CCN(C(=O)c4ccccc4)CC3)nn12	-3	1	-17	-3	19	1.2	.	1	-2
CCc1ccc(-c2nnn(Cc3nc4ccccc4s3)n2)cc1	-1	-0.13	-5	1	16	1.1	-0.8	2	-7
COc1cc(C=O)ccc1OCCOCCOc1ccc(Cl)cc1Cl	0	0.41	.	.	.	.	1.8	2	.
O=C(NCc1ccccc1Cl)C1CCN(S(=O)(=O)N2CCCCCC2)CC1	-12	0.03	-28	0	5	1.3	0.31	11	-3
COc1ccc(NC(=O)CSc2nnc(Cc3cccn3C)n2-c2ccc(F)cc2)cc1	0	0.015	34	9	5	0.7	.	-1	6
O=C(Cn1cc2c(n1)CCCC2)NCCc1ccccc1	-6	1.4	.	1	8	.	.	6	5
Cc1nnc(SCC(=O)Nc2nsc(-c3ccc(C(C)(C)C)cc3)n2)s1	1	1.4	12	-1	62*	0.9	.	-4	-7
CCOc1ccc(C2C(C#N)=C(N)N3C(=C2C#N)Sc2ccccc23)cc1 (centres undefined)	.	1.2	20	.	.	0.8	-0.54	.	.
COc1ccc(-c2cn3cc(C)ccc3n2)cc1OC	-7	1.1	-25	-15	25	1.3	0.56	4	2
COc1ccc(C(=O)NCCn2ccc3ccccc32)cc1	2	-0.033	-20	7	-1	1.2	-0.1	-4	-5
CCc1ccc(NC(=O)c2cc(CC(C)C)on2)cc1	.	-0.33	26	-9	3	0.7	.	.	0
CCNc1nc(N)nc(Oc2ccc(OCCOc3ccccc3)nn2)n1	1	-0.18	-1	-4	5	1	0.35	-1	-6
CCOC(=O)c1sc(C)c2c1NC(C)(c1cccc3ccccc13)NC2=O (centres undefined)	4	0.09	100*	0	30*	0	-0.34	-6	-9
CC(NC(=O)COC(=O)c1ccco1)c1ccccc1 (centres undefined)	5	1.1	-4	-5	1	1	0.3	-5	1
Cc1ccc(C2C=C(c3ccc4c(c3)OCO4)Nc3ncnn32)cc1 (centres undefined)	-8	.	50	8	15	0.5	-0.6	9	-3

One compound at a time, from the list above.
`CCNc1nc(N)nc(Oc2ccc(OCCOc3ccccc3)nn2)n1` across the screens: LYP act: 1; hDAT+cocaine: -0.18; CYP2C9 inh: -1; PostGolgi yeast: -4; PostGolgi ctrl: 5; CYP2C9 act: 1; PTK2B oligo ant: 0.35; PTPN22 inh 2: -1; E coli WT exp: -6
`Cc1ccc(C2C=C(c3ccc4c(c3)OCO4)Nc3ncnn32)cc1` (centres undefined) across the screens: LYP act: -8; hDAT+cocaine: .; CYP2C9 inh: 50; PostGolgi yeast: 8; PostGolgi ctrl: 15; CYP2C9 act: 0.5; PTK2B oligo ant: -0.6; PTPN22 inh 2: 9; E coli WT exp: -3
